Bioassay records as filed in PubChem.
NPYLR7 ag: activates Aedes aegypti NPYLR7 receptor | AID 1259423 | HEK293T NPYLR7/Galpha15, GCaMP6s calcium fluorescence | 0.15% of 270,000 active | activation, % at 10 µM; in the data active = activation above about 40%;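 note: 0% = vehicle and 100% = reference agonist at the receptor; some compounds past the cut are filed as inactive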
hcGAS lum: inhibitors of human cGAS; Q8N884; recombinant h-cGAS, ATP depletion, Kinase-Glo luminescence; inhibition, % at 12.5 µM; 0.081% of 290,000 active; AID 1259398;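 note: 0% = vehicle reaction and 100% = reaction without DNA for no activity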
Target sequence (Q8N884 whole entry, looked up): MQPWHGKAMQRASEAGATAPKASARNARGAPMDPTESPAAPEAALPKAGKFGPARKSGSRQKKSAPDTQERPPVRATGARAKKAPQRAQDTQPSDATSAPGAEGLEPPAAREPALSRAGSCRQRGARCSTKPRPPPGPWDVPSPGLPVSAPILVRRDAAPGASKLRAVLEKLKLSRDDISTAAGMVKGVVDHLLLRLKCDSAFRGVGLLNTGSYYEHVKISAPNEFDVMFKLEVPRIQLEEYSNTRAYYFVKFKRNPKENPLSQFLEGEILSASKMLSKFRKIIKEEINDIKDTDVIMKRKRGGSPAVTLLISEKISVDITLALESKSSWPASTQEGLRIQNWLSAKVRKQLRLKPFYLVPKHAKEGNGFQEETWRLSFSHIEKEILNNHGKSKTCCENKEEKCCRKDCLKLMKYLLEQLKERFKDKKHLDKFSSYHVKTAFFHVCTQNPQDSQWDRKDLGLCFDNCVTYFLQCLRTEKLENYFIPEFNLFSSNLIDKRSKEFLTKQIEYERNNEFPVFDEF
mcGAS inh: blocks mouse cGAS activity; inhibition, % at 12.5 µM; AID 1259399; recombinant cGAS, Kinase-Glo ATP depletion luminescence; Q8C6L5; 0.15% of 160,000 active;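 note: 0% = negative control wells and 100% = reference inhibitor with no enzyme activity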
Numbers without * were called inactive. Cut-off read from the data, not from the text of the source, unless noted: active = inhibition above about 40%; inactive = the rest.

Screening CCOC(=O)C1=C(C)N=c2s/c(=C\c3cccs3)c(=O)n2C1c1ccc(N(C)C)cc1 (stereo unspecified) returned NPYLR7 ag -2 and hcGAS lum -3.
CCC(C)Sc1nc2c(c(=O)n(C)c(=O)n2C)n1Cc1ccccc1 (stereo unspecified) was read as NPYLR7 ag -6 and hcGAS lum 2.
Screening CN(C)CCN1C(=O)C(=O)C(=C(O)c2ccccc2)C1c1ccc(Cl)c(Cl)c1 (stereo unspecified) returned NPYLR7 ag 0, hcGAS lum 13 and mcGAS inh 3.
Screening CCOC(=O)C1CCN(C(=O)c2cccc(CSc3nc(C)cc(N(C)Cc4ccccc4)n3)c2)CC1 returned NPYLR7 ag 7, hcGAS lum -14 and mcGAS inh -5.
Cc1ccc(NC(=O)C(C)(C)c2ccccc2)c(C)c1 was read as NPYLR7 ag 1, hcGAS lum -3 and mcGAS inh -6.
`Cc1cc([N+](=O)[O-])nn1CC(=O)Nc1sc2c(c1C#N)CCCCC2` gave NPYLR7 ag -1, hcGAS lum -1 and mcGAS inh -3.
`CCOC(=O)c1nn(-c2ccccc2)c(=O)cc1NC(=O)c1ccccc1` gave hcGAS lum 0 and mcGAS inh 3.
For CCCNC(=S)Nc1ccccc1Br the results were NPYLR7 ag -2, hcGAS lum -6 and mcGAS inh -17.
For Cc1nc(NCCc2ccncc2)c2ccsc2n1 the results were NPYLR7 ag 0, hcGAS lum -9 and mcGAS inh -13.
For CN1CC2(CCCN(Cc3nccn3C)CC2)OC1=O (stereo unspecified) the results were NPYLR7 ag 4 and hcGAS lum -7.
`CC(C)CCNC(=O)C1(C)CCN1Cc1csc2ccccc12` (stereo unspecified) gave NPYLR7 ag -1 and hcGAS lum -2.
Screening CSCc1ccc(C(=O)NC2CCCc3c2cnn3-c2ccccn2)o1 (stereo unspecified) returned NPYLR7 ag 11, hcGAS lum -7 and mcGAS inh -9.
Cc1ccc(-c2csc(-n3[nH]c(C)c(N=Nc4ccccc4O)c3=O)n2)cc1 was read as NPYLR7 ag -5, hcGAS lum 0 and mcGAS inh -3.
`c1ccc(Nc2nc(-c3ccccc3)[n+](-c3ccccc3)s2)cc1` gave NPYLR7 ag 16, hcGAS lum -5 and mcGAS inh -2.
Screening N[C@@H](C(=O)NC1CCN(Cc2cccnc2)CC1)c1ccccc1 returned NPYLR7 ag -4 and hcGAS lum -6.
For Cc1cnc(C)c(-c2cc(O)c3c(c2)CN(Cc2ncccc2C)CCO3)n1 the results were NPYLR7 ag 5, hcGAS lum -4 and mcGAS inh -17.
Screening COc1cccc(C(=O)N(Cc2ccco2)Cc2c(-c3ccccc3)noc2N2CCCCC2)c1 returned hcGAS lum -6 and mcGAS inh -10.
`Cc1noc(C)c1CC(=O)C(C#N)c1nc2ccccc2n1C(F)F` (stereo unspecified) gave NPYLR7 ag 10 and hcGAS lum -4.
C[C@H](C(=O)NCCCn1ccnc1)N1Cc2ccc(Nc3ncccn3)nc2C1=O was read as NPYLR7 ag 8 and hcGAS lum -14.
`CCc1ccccc1CN1CCCn2cccc2C1c1cc([N+](=O)[O-])ccc1Cl` (stereo unspecified) gave NPYLR7 ag 17, hcGAS lum -7 and mcGAS inh -5.
Screening Cc1cc(C)n(CC(=O)NNC(=O)COc2ccc(F)cc2Br)n1 returned NPYLR7 ag -10, hcGAS lum -5 and mcGAS inh -13.
Cc1cc(NC(=O)c2cccc(C(F)(F)F)c2)n(-c2nc(C)c(C)c(=O)[nH]2)n1 was read as NPYLR7 ag 7, hcGAS lum -10 and mcGAS inh -8.
Screening CN1CCC(Cc2noc(-c3cccc(-n4cccn4)c3)n2)CC1 returned NPYLR7 ag 4 and hcGAS lum -6.
`CCOC(=O)C1(CC2CCCCO2)CCN(C(=O)CCc2c[nH]c3ccccc23)CC1` (stereo unspecified) gave NPYLR7 ag 8 and hcGAS lum -11.
Screening Cc1nn2c(=S)[nH]nc2[nH]c1=O returned NPYLR7 ag 7 and hcGAS lum 3.
Screening COc1ccccc1C(=O)Nc1c2c(nn1-c1ccccc1C)CS(=O)C2 (stereo unspecified) returned NPYLR7 ag 0 and hcGAS lum -6.
For CCOc1ccccc1N=Nc1c(C)[nH]n(-c2nc(-c3ccccc3)cs2)c1=O the results were NPYLR7 ag -5, hcGAS lum -3 and mcGAS inh -5.
`Cc1c(CN2CCCN(C(=O)c3ccco3)CC2)[nH]c2ccc(F)cc12` gave NPYLR7 ag 8, hcGAS lum -4 and mcGAS inh -14.
For Cc1cc(C2CCC2)nc(NCCN2CCCC(CO)C2)n1 (stereo unspecified) the results were NPYLR7 ag -10 and hcGAS lum -4.
For Nc1nonc1-c1ccc(Cl)cc1 the results were NPYLR7 ag 10 and hcGAS lum -5.
Screening Cc1[nH]cnc1-c1c(-c2ccccc2)ncn1Cc1cc(-c2ccco2)on1 returned NPYLR7 ag 11 and hcGAS lum -7.
`O=C(O)CSC12CC3CC(CC(C3)C1)C2` gave NPYLR7 ag -5 and hcGAS lum -9.
CN(C(=O)c1ccn(C)n1)C(Cc1ccccc1)C1CCN(C(=O)/C=C/c2cccc(Cl)c2)CC1 (stereo unspecified) was read as NPYLR7 ag 18, hcGAS lum -9 and mcGAS inh -10.
Screening COc1cccc(-c2cc(C(=O)N3CCN(C/C=C/c4ccccc4)CC3)n(-c3cccc([N+](=O)[O-])c3)n2)c1 returned NPYLR7 ag 12, hcGAS lum -4 and mcGAS inh -5.
COc1ccc(CCN(C)C2CCCN(C(=O)c3cc(C(C)C)no3)C2)cc1OC (stereo unspecified) was read as NPYLR7 ag 10 and hcGAS lum 1.
`O=C(NCC1CCN(C2CC2)C1)c1cc(C2CC2)nc2ccccc12` (stereo unspecified) gave NPYLR7 ag 2 and hcGAS lum -2.
`Cc1ccc(C(=O)C(OC(=O)CN2C(=O)c3ccccc3C2=O)c2ccccc2)cc1` (stereo unspecified) gave NPYLR7 ag -3, hcGAS lum 4 and mcGAS inh -3.
COC(=O)/C=C/C(C)=C/C=C/C(C)=C/C=C/C=C(C)/C=C/C=C(C)/C=C/C(=O)O was read as NPYLR7 ag -8 and hcGAS lum 7.
`O=C(c1ccccc1)c1ccc(N2CCN(C(=O)c3ccccc3)CC2)c(F)c1` gave NPYLR7 ag -11, hcGAS lum -5 and mcGAS inh -7.
Screening CCn1c(CC2CCN(C(=O)C/C=C/c3ccccc3)CC2)nn(C)c1=O returned NPYLR7 ag 21 and hcGAS lum -7.
For Cc1nc2ncnn2c(C)c1CCC(=O)Nc1sc2c(c1C(N)=O)CCC2 the results were NPYLR7 ag 3 and hcGAS lum -1.
c1cc(C2CN(c3ncnc4c3CCC4)C2)ccn1 was read as NPYLR7 ag 6 and hcGAS lum -7.
O=C(O)c1cccc(-n2[nH]c(-c3ccccc3)cc2=O)c1 was read as NPYLR7 ag -2, hcGAS lum -1 and mcGAS inh -7.
CC(C)CN1Cc2cc(NC(=O)Cc3cccs3)ccc2OC(C)C1=O (stereo unspecified) was read as hcGAS lum -4 and mcGAS inh -4.
Screening CN1C(=O)CC(C(=O)Nc2ccccc2F)SC1=Nc1ccc(I)cc1 (stereo unspecified) returned NPYLR7 ag 0 and hcGAS lum -6.
Screening O=C(NCC(O)COc1ccc(C(F)(F)F)cc1)c1ccccc1Cl (stereo unspecified) returned NPYLR7 ag 0 and hcGAS lum -9.
`Cc1cc(CN2CCN3CCNC(=O)C3C2)c(C)n1-c1cccnc1` (stereo unspecified) gave NPYLR7 ag 3, hcGAS lum -2 and mcGAS inh -16.
CCOC(=O)C1(CCOc2ccccc2)CCN(Cc2ccon2)CC1 was read as NPYLR7 ag 0, hcGAS lum -2 and mcGAS inh -4.

Entries shown so far containing an aryl thioether with sulfur outside any ring:
CCC(C)Sc1nc2c(c(=O)n(C)c(=O)n2C)n1Cc1ccccc1 (stereo unspecified) was read as NPYLR7 ag -6 and hcGAS lum 2.
Screening CCOC(=O)C1CCN(C(=O)c2cccc(CSc3nc(C)cc(N(C)Cc4ccccc4)n3)c2)CC1 returned NPYLR7 ag 7, hcGAS lum -14 and mcGAS inh -5.

Going on with the list.
CCOc1ccc(-c2nc(COC(=O)c3nnn(-c4ccc(C)c(F)c4)c3C)c(C)o2)cc1OC was read as NPYLR7 ag -3, hcGAS lum -10 and mcGAS inh -9.
`CN1CCN(C(=O)N2CCC3(CCCN(C4CCCC4)C3=O)C2)CC1` (stereo unspecified) gave hcGAS lum -9 and mcGAS inh -5.
For O=C1NC(c2ccc(SC(F)(F)F)cc2)Nc2ccccc21 (stereo unspecified) the results were NPYLR7 ag 13 and hcGAS lum -9.
Screening O=C(CC(c1ccccc1)c1ccc(Cl)cc1)N1CCCO1 (stereo unspecified) returned NPYLR7 ag 4 and hcGAS lum -2.
Screening O=S(=O)(NCc1ccc(Cn2ccnc2)cc1)c1cccc(Cl)c1F returned NPYLR7 ag 0 and hcGAS lum 6.
`COc1cccc(C2NC(=O)N(C)C3=C2C(=O)N(CC2CCCO2)C3)c1` (stereo unspecified) gave NPYLR7 ag -3, hcGAS lum -8 and mcGAS inh -7.
O=C(NNC(=S)NC(=O)c1ccc(-c2ccc(Br)cc2)o1)c1ccncc1 was read as NPYLR7 ag 5 and hcGAS lum -6.
`CCCCN(C=O)c1c(CC)nc2ccc(C(=O)NCCN(C)C)cn12` gave NPYLR7 ag 4, hcGAS lum -4 and mcGAS inh -2.
O=C1CCC[C@H]2[C@@H]3C[C@H](CN(c4nccc(CCC(F)(F)F)n4)C3)CN12 was read as hcGAS lum -1 and mcGAS inh 0.
For CCC(=O)N1CCN(Cc2nc(C)cs2)CC1 the results were NPYLR7 ag -11, hcGAS lum -4 and mcGAS inh -7.
Cc1cc2c(c(=O)n1C)C1(C(=O)N(Cc3ccc(Cl)cc3)c3ccccc31)C(C#N)C(=N)O2 (stereo unspecified) was read as NPYLR7 ag -1, hcGAS lum -5 and mcGAS inh -7.
`Cc1ccc2c(c1)CCN1C(=O)CN(C(=O)c3ccc(-c4cccc(C(F)(F)F)c4)s3)CC21` (stereo unspecified) gave NPYLR7 ag 43, hcGAS lum -5 and mcGAS inh -8.
For O=C1N(Cc2ccccc2F)CCCC12CCN(c1nc3ccccc3o1)C2 (stereo unspecified) the results were NPYLR7 ag 11, hcGAS lum -1 and mcGAS inh -14.
Screening CCc1nc2ccc(C(=O)N3CCN(c4ccccc4)CC3)cn2c1N(C)Cc1ccc(N(C)C)cc1 returned NPYLR7 ag 12, hcGAS lum -5 and mcGAS inh -2.
O=c1cc(CSc2nnc(-c3ccc(F)cc3)o2)nc2sccn12 was read as NPYLR7 ag 0, hcGAS lum -5 and mcGAS inh -5.
Cc1c(N(C)C)c(=O)n(-c2ccccc2)n1C was read as NPYLR7 ag -5, hcGAS lum 2 and mcGAS inh -1.
For CCCCCc1ccc(C(=O)N2CCc3sccc3C2c2ccc(C)cc2)cc1 (stereo unspecified) the results were NPYLR7 ag 8, hcGAS lum 0 and mcGAS inh -4.
Screening CC(CN(C)Cc1ccc(-n2ccnc2)cc1)N1CCOCC1 (stereo unspecified) returned NPYLR7 ag 1 and hcGAS lum -7.
Screening CCSc1nnc2c(n1)OC1(CCCC1)Nc1ccc(Br)cc1-2 returned NPYLR7 ag 1, hcGAS lum -8 and mcGAS inh -4.
`CCOc1cccc(C=NNc2ccccn2)c1O` gave NPYLR7 ag 6, hcGAS lum -3 and mcGAS inh -4.
Screening COCCNc1oc2c(c1-c1ccc(C(=O)OC)cc1)c(=O)oc1c(C)cccc12 returned NPYLR7 ag -5, hcGAS lum 0 and mcGAS inh -4.
Cc1ccc(C(=O)N2C(C(=O)O)CSC2c2ccc(F)cc2)cc1 (stereo unspecified) was read as NPYLR7 ag 6 and hcGAS lum 5.
O=C1NC2(CCN(C(=O)COc3ccccc3)CC2)Nc2ccc(Br)cc21 was read as NPYLR7 ag 3, hcGAS lum 0 and mcGAS inh -1.
CCc1cc(NC(C(N)=O)C(C)C)nc(-c2ccncc2)n1 (stereo unspecified) was read as NPYLR7 ag 1 and hcGAS lum -8.
For CCCCc1ccc(-c2nc3cc(Cl)ccc3c(=O)o2)cc1 the results were NPYLR7 ag 0, hcGAS lum -6 and mcGAS inh -6.

6 compounds drawn at random from the list so far:
For CCCCc1ccc(-c2nc3cc(Cl)ccc3c(=O)o2)cc1 the results were NPYLR7 ag 0, hcGAS lum -6 and mcGAS inh -6.
Screening CCc1nc2ccc(C(=O)N3CCN(c4ccccc4)CC3)cn2c1N(C)Cc1ccc(N(C)C)cc1 returned NPYLR7 ag 12, hcGAS lum -5 and mcGAS inh -2.
Screening CCSc1nnc2c(n1)OC1(CCCC1)Nc1ccc(Br)cc1-2 returned NPYLR7 ag 1, hcGAS lum -8 and mcGAS inh -4.
Cc1ccc(C(=O)N2C(C(=O)O)CSC2c2ccc(F)cc2)cc1 (stereo unspecified) was read as NPYLR7 ag 6 and hcGAS lum 5.
For O=C1N(Cc2ccccc2F)CCCC12CCN(c1nc3ccccc3o1)C2 (stereo unspecified) the results were NPYLR7 ag 11, hcGAS lum -1 and mcGAS inh -14.
Cc1c(N(C)C)c(=O)n(-c2ccccc2)n1C was read as NPYLR7 ag -5, hcGAS lum 2 and mcGAS inh -1.
